# Assay outcomes as filed in PubChem BioAssay.
# CCT modulator: changes cytosolic chaperonin activity; purified chaperonin ATPase assay, HTRF ADP detection, 30 min; activity change, % (test concentration not listed), hits read low; 360,000 tested, 0.3% active; in the data active = activity change below about -30%; also: % is scaled to controls: 0 for no effect and ±100 for the full control effect
#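 Nucleotide hydrolysis assay: TRiC at 20–40 nM final (set by batch activity) with 10 uM ATP, 30 min at 37 °C, in presence of 76 uM compound. Detection by competitive ADP HTRF, 30 min ambient.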
# EPAC2 antag: EPAC2 (human) antagonism. Potency, µM (top dose mostly 114 µM), inactives show at the top dose activity, negative = inhibition, actives largely listed as inhibitors. EPAC2 GEF exchange of Rap1B-BODIPY-GDP, fluorescence. Q8WZA2. 360,000 tested, 0.18% active. AID 720708; also: potency is read from the fitted curve at half-maximal effect; % is scaled to controls: 0 for no effect and ±100 for the full control effect; nearly all actives have a fitted effect of over 45% in size; many of its hits are not listed in these tables
# MmCpn inh: blocks the Methanococcus maripaludis chaperonin Mm-Cpn; purified Mm-Cpn ATPase, ADP Transcreener TR-FRET; Potency, µM (titrated, usually from 76.9 µM), inactives show at the highest dose activity, negative = inhibition, most hits filed as inhibitors; 330,000 tested, 0.031% active; AID 504842; also: potency is read from the fitted curve at half-maximal effect; % is scaled to controls: 0 for no effect and ±100 for the full control effect; nearly all actives have a fitted effect of over 80% in size
#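 ATP (10 uM final) was added to archaeal chaperonin (25 nM final) after 10 min exposure to test compound at 37°C; after 30 min further incubation, ADP was detected by competitive TR-FRET.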
# PI5P4K alpha inh: blocks human PI5P4K alpha kinase activity; P48426; PI5P4Kalpha enzyme, ADP-Glo luminescence, 60 min; active compounds read low; max response, %; 330,000 tested, 1.2% active; AID 652105; active = max response of -50% or lower; inconclusive = between -30% and -50%; inactive = -30% or higher; also: value at the top dose of about 77 µM; % is scaled to controls: 0 for no effect and ±100 for the full control effect
#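 Quantitative HTS of the MLSMR library against PI5P4Kalpha with substrate. ATP added last at 5 microM final; room temperature, 60 minutes. Remaining ATP depleted, ADP converted and read as luminescence.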
# EPAC1 antagonist: antagonists of human EPAC1; EPAC1 GEF assay, Rap1b-BODIPY-GDP exchange fluorescence; 360,000 tested, 0.14% active; O95398; AID 720709; Potency, µM (series often up to 115 µM), for the others: at the highest dose activity change, negative = inhibition, usual class: inhibitors;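 also: potency is read from the fitted curve at half-maximal effect; plate controls were vehicle for no effect and positive control for full effect; nearly all actives have a fitted effect of over 50% in size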
# Target sequence (O95398 whole entry, looked up): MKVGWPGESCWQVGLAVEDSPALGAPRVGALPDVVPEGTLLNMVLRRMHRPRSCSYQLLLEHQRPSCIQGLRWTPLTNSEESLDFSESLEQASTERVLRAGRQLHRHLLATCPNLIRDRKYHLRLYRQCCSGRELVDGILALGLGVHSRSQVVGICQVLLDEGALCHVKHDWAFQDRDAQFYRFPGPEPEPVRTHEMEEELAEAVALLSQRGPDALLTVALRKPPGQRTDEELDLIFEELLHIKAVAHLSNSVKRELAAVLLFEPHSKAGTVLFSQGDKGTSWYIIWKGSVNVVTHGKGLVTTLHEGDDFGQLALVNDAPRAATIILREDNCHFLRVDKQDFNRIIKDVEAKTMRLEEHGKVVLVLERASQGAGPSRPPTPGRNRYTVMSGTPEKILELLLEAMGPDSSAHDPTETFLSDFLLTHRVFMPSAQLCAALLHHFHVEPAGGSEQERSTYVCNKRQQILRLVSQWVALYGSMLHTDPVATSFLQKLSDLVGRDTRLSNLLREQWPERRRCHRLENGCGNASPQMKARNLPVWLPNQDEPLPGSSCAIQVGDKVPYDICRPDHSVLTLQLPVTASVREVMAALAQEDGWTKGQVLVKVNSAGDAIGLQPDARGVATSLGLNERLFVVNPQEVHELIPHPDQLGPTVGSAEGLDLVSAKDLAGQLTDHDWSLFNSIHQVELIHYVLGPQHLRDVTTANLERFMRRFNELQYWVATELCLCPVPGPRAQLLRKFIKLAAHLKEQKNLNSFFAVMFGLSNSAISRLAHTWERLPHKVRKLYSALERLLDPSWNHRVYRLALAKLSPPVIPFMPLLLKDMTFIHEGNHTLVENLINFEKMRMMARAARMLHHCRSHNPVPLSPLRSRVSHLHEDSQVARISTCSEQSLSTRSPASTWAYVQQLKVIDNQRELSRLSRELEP
# PLK1 PBD inh: blocks phosphopeptide binding to human PLK1 polo-box domain; 360,000 tested, 2.8% active; P53350; Potency, µM, inactives show max response, negative = inhibition, actives largely listed as inhibitors; Plk1 PBD binding of FITC phosphopeptide, fluorescence polarization; AID 720504; also: potency is read from the fitted curve at half-maximal effect; series mostly up to about 57 µM; % is scaled to controls: 0 for no effect and ±100 for the full control effect; nearly all actives have a fitted effect of over 65% in size
# WRN helicase inh: blocks human WRN helicase; Q14191; WRN helicase unwinding, fluorescent forked duplex, kinetic; Potency, µM (top dose mostly 114 µM), for the others: at the highest dose activity change, negative = inhibition, actives largely listed as inhibitors; 360,000 tested, 0.46% active; AID 651768; also: potency is read from the fitted curve at half-maximal effect; % is scaled to controls: 0 for no effect and ±100 for the full control effect; nearly all actives have a fitted effect of over 55% in size
#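 Enzyme (20 nM final) and test compound sit together 15 min at room temperature before substrate addition. Substrate is a single-forked duplex oligonucleotide (100 nM) labelled with fluorophore and quencher, with 2 mM ATP; helicase unwinding raises red fluorescence, read kinetically.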
# EPAC1 agonist: EPAC1 (human) agonism | EPAC1 agonist qHTS, biochemical assay; response scale: 100% = response to 6.5 mM cAMP | O95398 | AID 720707 | 360,000 tested, 0.073% active | Potency, µM (series often up to 154 µM), without a hit: at the highest dose activation, actives largely listed as activators; also: potency is read from the fitted curve at half-maximal effect; nearly all actives have a fitted effect of over 60% in size
#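 Normalized to 6.5 mM cAMP, activity reflects EPAC1-catalysed release of BODIPY-GDP from Rap1B, followed kinetically over 30 min at 480 nm excitation, 540 nm emission. Reaction contained 100 nM EPAC1, 250 nM Rap1B-BODIPY-GDP, 50 uM GDP.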
# * marks the source's active call; other numbers are inactive results; ? = inconclusive; nt = not tested or not shown; [ ] = dose if it differs, or a comment. Unless noted, calls follow the shape of the dose curve; as a rule, active = well fitted curve in the direction sought with a large enough effect; inconclusive = small, poorly fitted or top-dose-only effect, or another doubt; inactive = no such curve, though single readings can be large; an effect the other way counts as inactive or inconclusive. The list is partial (hit frequency here may not be typical).
SMILES,CCT modulator,EPAC2 antag,MmCpn inh,PI5P4K alpha inh,EPAC1 antagonist,PLK1 PBD inh,WRN helicase inh,EPAC1 agonist
Cc1ccc(Cl)cc1N1CCN(C(CC(C)C)c2nnnn2CC2CCCO2)CC1 (stereo not given),0.8,0%,0%,1,8%,-1%,2%[57.1 µM],-10%
O=C(COc1ccc(C(=S)N2CCOCC2)cc1)Nc1ccccc1C(F)(F)F,-1.7,-8%,-2%,4,-14%,-15%,3%,4%
CN(C(=O)CCc1nnc(Cc2ccc(-c3ccccc3)cc2)o1)C1CCOCC1,0.6,-7%,2%,0,?,-27%,23%,-5%
CCOC(=O)N1CCN(C(=O)CN(C2CCCCC2)S(=O)(=O)c2c(C)cc(C)cc2C)CC1,1.9,0%,0%,-1,10%,-6%,3%,-4%
OC[C@@H]1CN(Cc2ccccc2)C[C@H](n2cnc3c(NC4CCCC4)ncnc32)O1,-0.1,2%,nt,-3,-2%,3%,-1%[57.1 µM],-20%
Cc1nc2ccc(S(=O)(=O)NCC(=O)N3CCC(C)CC3)cc2s1,-5.3,27%[57.1 µM],0%,0,-7%,-10%,-8%,0%
O=C(COC(=O)CCc1ccc(S(=O)(=O)N2CCCCC2)cc1)Nc1ccc2c(c1)OCO2,-1.7,-5%,-2%,?,-5%,0%,-11%,6%
O=C(Nc1ccc(Nc2ccncc2)cc1)c1ccc(Nc2ccnc3ccc([N+](=O)[O-])cc23)cc1[N+](=O)[O-],-0.5,-22%,4%,-54*,-7%,-6%,-33%,10%
Cc1ccc(Cc2c(-c3ccc(Br)cc3)nc3ccc(Cl)cn23)cc1,-2.5,8%,nt,2,-8%,-1%,-11%,-10%
COc1ccc(CCNC(=O)c2cc(-c3cccs3)on2)cc1OC,-1.4,11%,0%,nt,15%,-7%,2%,-3%
CCOc1ccc(CC(C(N)=O)C(N)=O)cc1,-0.4,12%,1%,1,18%,-4%,1%,-11%
Cc1c(Cl)cnc(NC(=O)COC(=O)CNC(=O)c2ccccc2)c1Cl,3.0,4%,-2%,-27,-19%,-23%,-6%[11.6 µM],6%
Cc1ccc(-n2[nH]c3c4c(ccc3c2=O)C(=O)c2ccccc2C4=O)cc1,-0.1,-3%,-1%,-10,-3%,-6%,-24%,10%
CC(C)NC(=O)c1nc2c(nnn2Cc2cccc(Cl)c2)c(=O)[nH]1,-0.5,5%,1%,-25,-4%,-20%,-8%,9%
O=C1OCCC1Sc1ncnc2sc3c(c12)CCC3 (stereo not given),-1.8,9%,1%,-6,0%,-10%,5%,-13%
COC(=O)CC1=NN(c2nc3ccccc3s2)C(=O)/C1=C/N(C)C,-1.8,-1%,2%,-1,-12%,-11%,-3%,7%
Cc1nc(C(=O)NCc2ccccc2)sc1C1(C)CC(c2cccc([N+](=O)[O-])c2)=NO1 (stereo not given),0.6,7%,-2%,1,4%,-8%,-2%,0%
COc1cccc(CNn2cnnc2)c1OCc1ccccc1F,2.0,4%,-14%,nt,3%,-6%,-1%,9%
COc1ccccc1N1CCN(C(=O)Cc2ccc(Cl)cc2)CC1,1.1,4%,2%,-1,-7%,3%,0%,-1%
COc1ccc(CNS(=O)(=O)c2c(C(=O)N3CCCCC3)c(C)n(C)c2C)cc1,-0.6,-9%,3%,5,-19%,-14%,1%,6%
CN(C)S(=O)(=O)c1ccc(C(=O)Oc2ccccc2)cc1,1.1,-11%,0%,5,-23%,-9%,-17%,-8%
Cc1ccc(Cn2ccnc2C(=O)Nc2ccccc2)cc1,3.4,-11%,-4%,3,-11%,-14%,-9%,0%
Cc1cccc(-c2cc(C(=O)N/N=C/c3cccnc3)c3ccccc3n2)c1,0.8,-26%,nt,4,8%,-7%,2%,20%
CCC(=O)c1cc(Br)ccc1OCC(=O)N1CCN(S(=O)(=O)c2ccccc2)CC1,-0.5,-7%,nt,3,-14%,-11%,-10%,11%
CC(=O)Nc1ccc(N2C(=O)CC(c3ccccc3)CC2=O)cc1,-1.1,3%,1%,2,-19%,-20%,3%,-1%

# 2 records picked at random from those above, as already listed:
SMILES,CCT modulator,EPAC2 antag,MmCpn inh,PI5P4K alpha inh,EPAC1 antagonist,PLK1 PBD inh,WRN helicase inh,EPAC1 agonist
Cc1ccc(Cn2ccnc2C(=O)Nc2ccccc2)cc1,3.4,-11%,-4%,3,-11%,-14%,-9%,0%
O=C(Nc1ccc(Nc2ccncc2)cc1)c1ccc(Nc2ccnc3ccc([N+](=O)[O-])cc23)cc1[N+](=O)[O-],-0.5,-22%,4%,-54*,-7%,-6%,-33%,10%

# (cont.)
SMILES,CCT modulator,EPAC2 antag,MmCpn inh,PI5P4K alpha inh,EPAC1 antagonist,PLK1 PBD inh,WRN helicase inh,EPAC1 agonist
N#CC1=C(SCC(N)=O)NC2=C(C(=O)c3ccccc32)C1c1ccc(Cl)cc1 (stereo not given),1.4,8%,-3%,-17,5%,?,4%,-4%
O=C(CN(Cc1ccccc1Cl)S(=O)(=O)c1ccc(Cl)cc1)N/N=C/c1ccc(C(=O)O)cc1,-1.0,-27%,0%,-14,-2%,?,-11%,-2%
Cc1noc(C)c1COc1cccc(C(=O)Nc2ccc3c(c2)OCO3)c1,-2.2,-11%,0%,3,-19%,6%,-8%,5%
C/C=C(\C)CN1CCN(c2ccccc2)CC1,0.0,-6%,2%,0,8%,4%,5%,1%
COC(=O)c1nn(-c2ccc(OC)cc2)c(=O)cc1Sc1ccc(C)cc1,3.4,-6%,-15%,7,7%,-6%,2%,10%
CCOc1ccc(N(C)S(=O)(=O)c2cc(-c3cc(C)no3)ccc2OC)cc1,-2.1,-26%,2%,7,-27%,-8%,-11%[57.1 µM],1%
CCCNC(=O)c1ccc2c(c1)nc(C)n2-c1cccc(C)c1,-0.9,-3%,0%,0,8%,-11%,14%,2%
COc1ccc(C(=O)Nc2ccccc2C(=O)NCCCn2ccnc2)cc1,-3.6,-1%,1%,0,-8%,-4%,-2%,4%
O=C(CSc1nnc(Cc2ccccc2)n1Cc1ccccc1)NCc1ccco1,1.6,17%,3%,-1,10%,?,9%,1%
Cc1cc(C)c2nc(SC3CCOC3=O)cc(C)c2c1 (stereo not given),-1.1,7%,-3%,1,-9%,-26%,-8%[57.1 µM],1%
Cc1cc(C)nc(NS(=O)(=O)c2ccc(NC(=O)C3CC(=O)N(c4ccccc4)C3)cc2)n1 (stereo not given),-1.9,7%,-4%,nt,9%,-4%,-11%,-8%
COC(=O)c1ccc(C2C(C(=O)c3ccc(C)o3)=C(O)C(=O)N2c2cc(C)on2)cc1 (stereo not given),-0.7,15%,-2%,4,-5%,1%,-1%[57.1 µM],-10%
N#Cc1cccc2c1-c1ccccc1/C2=N/NC(N)=O,-0.1,6%,0%,2,-11%,-6%,14%,12%
O=C(Nc1ccn(CCCN(CCCn2ccc(NC(=O)OCc3ccccc3)nc2=O)CCc2cc3ccccc3[nH]2)c(=O)n1)OCc1ccccc1,-2.4,-3%,nt,?,-3%,-10%,-8%,7%
CC(C)N1CCN(Cc2nc3ccccc3s2)CC1CCO (stereo not given),-0.8,1%,4%,2,1%,-22%,2%,7%
COc1ccc(N(CC(=O)NCCSCc2cccc(Cl)c2)S(C)(=O)=O)cc1,-0.1,1%,-2%,-4,-8%,-14%,2%,-8%
COCCNS(=O)(=O)c1ccc(-c2ccc(S(=O)(=O)NCCOC)cc2)cc1,-2.5,-4%,-22%,nt,-3%,-5%,6%,17%
c1ccc2c(CNn3cnnc3)cccc2c1,-2.1,2%,-1%,-2,3%,-22%,0%,0%
Cc1c(C(=O)N2CCOCC2)cc(C(C)(C)C)n1-c1ccccc1,-1.2,-6%,-6%,-4,10%,-12%,-3%,2%
O=C(COc1ccc(S(=O)(=O)N2CCCCC2)cc1Cl)N1CCCC1,0.6,13%,0%,0,9%,-3%,2%,-3%
O=C(COC(=O)/C=C/c1cccs1)NC1CCCCC1,-3.3,-4%,-1%,5,-8%,-11%,11%,-5%
O=C(OCC1COc2ccccc2O1)c1ccccc1F (stereo not given),1.4,-1%,-3%,nt,3%,2%,-10%,14%
Cc1ccc2nc(-c3ccc(NC(=S)NC(=O)CC(C)C)cc3)sc2c1,-3.0,2%,2%,0,-2%,-8%,2%,5%
N#Cc1ccc(COC(=O)CCc2c[nH]c3ccccc23)cc1,2.0,-9%,-1%,-3,-8%,1%,-2%,4%
Cc1cc(Cl)ccc1NC(=S)NCCc1ccc(Cl)cc1,-0.9,-15%,0%,5,-21%,-1%,-3%,8%
COc1ccc(CN2CCN(Cc3c[nH]c4ccccc34)CC2CCO)cc1C (stereo not given),0.5,2%,2%,2,7%,-5%,1%,8%
COc1ccc(/C=N/NC(=O)c2cc(-c3ccccc3OC(C)C)nc3ccccc23)cc1CN1CCOCC1,-4.1,-7%,0%,8,?,-19%,1%,-3%
COc1cc(NC(=S)NC(=O)c2ccc(C)cc2C)ccc1NC(=O)c1cccs1,1.7,11%,1%,1,14%,-8%,-4%,3%
CC1CN(C(=O)[C@@H]2CCCN2S(=O)(=O)c2ccc(Cl)cc2)CC(C)O1 (stereo not given in full),-0.1,3%,nt,2,5%,?,-7%,-2%
COc1ccc(CCNc2oc(COc3ccccc3Cl)nc2C#N)cc1OC,-0.2,-10%,3%,0,3%,5%,0%,-4%

# Whole records, looked up by structure. Order of values: CCT modulator, EPAC2 antag, MmCpn inh, PI5P4K alpha inh, EPAC1 antagonist, PLK1 PBD inh, WRN helicase inh, EPAC1 agonist
# N#Cc1cccc2c1-c1ccccc1/C2=N/NC(N)=O is entered as -0.1, 6%, 0%, 2, -11%, -6%, 14%, 12%
# c1ccc2c(CNn3cnnc3)cccc2c1 is entered as -2.1, 2%, -1%, -2, 3%, -22%, 0%, 0%
# Cc1noc(C)c1COc1cccc(C(=O)Nc2ccc3c(c2)OCO3)c1 is entered as -2.2, -11%, 0%, 3, -19%, 6%, -8%, 5%
# CC1CN(C(=O)[C@@H]2CCCN2S(=O)(=O)c2ccc(Cl)cc2)CC(C)O1 (stereo not given in full) is entered as -0.1, 3%, nt, 2, 5%, ?, -7%, -2%
# COC(=O)c1nn(-c2ccc(OC)cc2)c(=O)cc1Sc1ccc(C)cc1 is entered as 3.4, -6%, -15%, 7, 7%, -6%, 2%, 10%
